EphA4 KYL inhibition: inhibitors of EphA4 binding to KYL peptide, primary screen, biochemical, colorimetric, mouse EphA4 (AID 689). one-dose inhibition, % at 10 µM; IC50 in µM for titrated hits. 0.1% of 62,000 active. EphA4-AP binding to KYL peptide, pNPP A405; higher % means a stronger effect; in the data active = a potency from the dose series; inactive = the rest, 99 in 100 with inhibition below about 22%
* hit, by the source's call. This is a subset; count on the stated rates, not on these rows.

EphA4 KYL inhibition	canonical_smiles
-2%	Cc1ccc2c(C(=O)CN3CCN(c4ccccc4)CC3)c(C)[nH]c2c1
9%	O=C(NC(=S)Nc1cccc(Cl)c1N1CCCC1)c1ccc(-c2cccc([N+](=O)[O-])c2)o1
-16%	O=C(CN1CCN(S(=O)(=O)c2ccc(F)cc2)CC1)Nc1ccc2c(c1)OCCO2
1%	CCC(CC)c1nnc(NC(=O)Oc2ccccc2)s1
-3%	COc1ccccc1N(C(=O)c1snc(C(N)=O)c1N)C(C(=O)NC1CCCC1)c1ccco1 (stereo not drawn)
-10%	CCOC(=O)CSc1nc2ccccc2c(=O)n1CC1COc2ccccc2O1 (stereo not drawn)
-6%	C=C1Cn2c(nnc2-c2ccc(Cl)cc2)S1
-11%	CCCCCn1c(SCC(=O)c2ccccc2)nc2cc(C(=O)NCc3ccco3)ccc2c1=O
-6%	CCOc1ccccc1C(=O)N1CCN=C1SC
-15%	O=C(/C=C/c1ccco1)NCC1CCCO1 (stereo not drawn)
12%	CCn1c(/N=C/c2c[nH]c3ccccc23)nc2ccccc21
5%	O=C(Nc1ccc(Oc2ccccc2)cc1)C1CCCN(c2ncccn2)C1 (stereo not drawn)
3%	COc1ccccc1N/C(=N/S(=O)(=O)c1ccccc1)c1ccccc1
-16%	CN1C(=O)N(c2cccc3ccccc23)C(n2cncn2)C1(C)C (stereo not drawn)
-4%	O=C(NCc1ccccn1)Nc1ccc(Cl)cc1
-7%	COc1ccc(N2CCN(CC(=O)Nc3c(C)cc(C)cc3C)CC2)cc1
-2%	Cc1cc(C)cc(NC(=O)N2CCCC2C(=O)Nc2ccc(-n3cnnn3)c(C)c2)c1 (stereo not drawn)
0%	COc1ccc(C(=O)Nc2ccc(S(=O)(=O)Nc3nccc(C)n3)cc2)cc1[N+](=O)[O-]
-5%	CCCCC(=O)OCc1cn(-c2ccc(Cl)cc2)nn1
-14%	O=C1COc2cccnc2N1

The list goes on.
EphA4 KYL inhibition	canonical_smiles
-2%	CN1CCC(=NNC(=O)C(=O)Nc2ccccc2)CC1
-6%	c1ccc2c(c1)CCN(c1nc3ccccc3n3cnnc13)C2
-5%	CSC(=O)NC12CC3CC(CC(C)(C3)C1)C2
-12%	O=C(O)c1cc(-c2ccncc2)nc2ccc(F)cc12
-9%	COc1cccc(OC)c1C(=O)N1CCN(Cc2ccc3c(c2)OCO3)CC1
-16%	CN1C(=S)SC(/[N+]([O-])=C\c2ccc(Cl)cc2)C1(C)C (stereo not drawn)
1%	O=C(NCc1ccco1)c1ccc(Cn2c(=O)c3ccccc3n(Cc3cccc(Cl)c3)c2=O)cc1
1%	Cc1cccc(NCc2ccccc2O)n1
-14%	O=[N+]([O-])c1nn(-c2ccc3c(c2)OCCO3)n(O)c1=NC1CCCCCC1
-8%	CCC(CC)C(=O)Nc1cccc(C(=O)Nc2ccc(OC)cc2[N+](=O)[O-])c1
0%	CC(C)(Cc1ccc(O)cc1)NC(=O)c1ccccc1
-16%	O=C(OCc1cc2ccccc2[nH]c1=O)c1cccnc1
2%	O=C1CC(c2ccccc2)CC2=C1C(c1ccc([N+](=O)[O-])cc1)Nc1ccc(C(=O)c3ccccc3)cc1N2 (stereo not drawn)
-9%	COc1nc(Nc2cccc(C)c2)nc(N2CCCCC2)n1
-9%	CCCn1c2c(c(O)c(C(=O)NCc3ccccc3)c1=O)CCCC2
-13%	Cc1ccc(OCCCC(=O)NC(C)c2ccccc2)cc1 (stereo not drawn)
4%	Cc1cnn(-c2cc(Oc3ccccc3)ncn2)c1
-6%	COc1ccc(CCNC(=S)Nc2cccc(C)c2C)cc1
22%	CCOC(=O)C1Cn2c(nc3c(c2=O)C(C)(C)Cc2ccccc2-3)S1 (stereo not drawn)
-4%	Nc1ccccc1OCCOCCOc1ccccc1N

Later entries.
EphA4 KYL inhibition	canonical_smiles
-8%	COc1ccc(C(O)P(=O)(OC(C)C)OC(C)C)cc1OC (stereo not drawn)
-4%	CC(/C=N\Nc1nnc2c(n1)[nH]c1c(C)cccc12)=C\c1ccco1
-7%	O=C(c1ccc2ccccc2c1)N1CCN(c2ccc(O)cc2)CC1
-2%	CCOC(=O)C(CC)n1cnc2c(nnn2-c2ccc(OC)cc2)c1=O (stereo not drawn)
-8%	c1ccc(Oc2nc3ccccc3n3cccc23)cc1
-17%	Cc1ccc(-n2c(=O)cc(N3CCC(C)CC3)[nH]c2=O)cc1
-22%	COc1cc(/C=N/NC(=O)c2cccc([N+](=O)[O-])c2)ccc1OCc1ccc(C)cc1
6%	Cc1cccc(N(CC(=O)NCCSc2nc3ccccc3s2)S(=O)(=O)c2ccccc2)c1
-1%	Cc1c(Cl)cccc1NC(=O)c1nc(C)n(-c2cc(OC(C)C)c(Cl)cc2Cl)n1
4%	COc1ccc(Cn2c(=O)n(Cc3ccco3)c(=N)c3c4c(sc32)COC(C)(C)C4)cc1
7%	O=C(O)c1ccnc(C(=O)O)c1
9%	Cc1cccc(NC(=O)C2NC(=O)CC2c2ccccc2)c1C (stereo not drawn)
1%	Cc1cc(NC(=O)COC(=O)[C@H](Cc2c[nH]c3ccccc23)NC(=O)c2ccc(F)cc2)no1
4%	Cc1c(C(=O)NCCO)c(-c2ccccc2)nn1-c1ccccc1
-8%	CCOC(=O)C1CCCN(C(=O)c2cn(CC)c3ccc(S(=O)(=O)N4CCCC4)cc3c2=O)C1 (stereo not drawn)
-6%	COc1ccc(N(C(=O)c2cccc([N+](=O)[O-])c2)S(=O)(=O)c2ccc3c(c2)n(C)c(=O)n3C)cc1
2%	Cc1cccc(OC(=O)c2cn(C)nc2C(F)(F)F)c1C
4%	S=c1sc2c(N3CCOCC3)ncnc2n1-c1ccccc1
-9%	Cc1ccc(OCC(=O)Nc2c(C)cc(Br)cc2C)cc1C
-5%	COc1ccc(C2/C(=C(\O)c3ccc(C)cc3)C(=O)C(=O)N2c2nncs2)cc1 (stereo not drawn)

Among those listed so far, these contain a halogen.
EphA4 KYL inhibition	canonical_smiles
9%	O=C(NC(=S)Nc1cccc(Cl)c1N1CCCC1)c1ccc(-c2cccc([N+](=O)[O-])c2)o1
-16%	O=C(CN1CCN(S(=O)(=O)c2ccc(F)cc2)CC1)Nc1ccc2c(c1)OCCO2
-6%	C=C1Cn2c(nnc2-c2ccc(Cl)cc2)S1
-4%	O=C(NCc1ccccn1)Nc1ccc(Cl)cc1
-5%	CCCCC(=O)OCc1cn(-c2ccc(Cl)cc2)nn1
-12%	O=C(O)c1cc(-c2ccncc2)nc2ccc(F)cc12
-16%	CN1C(=S)SC(/[N+]([O-])=C\c2ccc(Cl)cc2)C1(C)C (stereo not drawn)
1%	O=C(NCc1ccco1)c1ccc(Cn2c(=O)c3ccccc3n(Cc3cccc(Cl)c3)c2=O)cc1
-1%	Cc1c(Cl)cccc1NC(=O)c1nc(C)n(-c2cc(OC(C)C)c(Cl)cc2Cl)n1
1%	Cc1cc(NC(=O)COC(=O)[C@H](Cc2c[nH]c3ccccc23)NC(=O)c2ccc(F)cc2)no1
2%	Cc1cccc(OC(=O)c2cn(C)nc2C(F)(F)F)c1C
-9%	Cc1ccc(OCC(=O)Nc2c(C)cc(Br)cc2C)cc1C

By substructure, the entries above containing a COOH group.
EphA4 KYL inhibition	canonical_smiles
-12%	O=C(O)c1cc(-c2ccncc2)nc2ccc(F)cc12
7%	O=C(O)c1ccnc(C(=O)O)c1

Next part:
EphA4 KYL inhibition	canonical_smiles
8%	CC1=NN(c2ccccc2)C(=O)/C1=C/c1ccccc1OS(=O)(=O)c1ccccc1[N+](=O)[O-]
-12%	CCC1Sc2ccccc2N(CC(=O)NCc2ccccc2OC)C1=O (stereo not drawn)
6%	Cc1ccc(N2C(=O)[C@@H]3[C@H](C2=O)C2c4ccccc4C=CN2[C@@H]3C(=O)c2ccco2)c(C)c1 (stereo partly drawn)
-9%	O=C1/C(=C/c2ccccc2)S/C(=N/N=C/c2ccccc2)N1c1ccc(O)cc1
23%	COc1ccccc1/C=N/NC(=Nc1ccc(C)cc1)c1nc2ccccc2s1
-12%	S=C(NCc1ccco1)N1CCN(Cc2ccc(Cl)cc2Cl)CC1
-15%	COc1ccc(C(=O)Nc2ccccc2C(=O)NC(C(=O)NCc2ccco2)C(C)C)cc1 (stereo not drawn)
0%	CCCOc1ccc(OC(=O)c2ccc(Br)o2)cc1
0%	COC(=O)c1[nH]c2ccccc2c1NC(=O)CCN1CCN(C2CCCCC2)CC1
-8%	O=C(O)C1CC(=O)N(Cc2cccnc2)C1 (stereo not drawn)
-7%	CCC(=O)Nc1ccc2c(c1)OCCO2
-10%	COC(=O)[C@H](Cc1ccccc1)NC(=O)NCCc1ccc(S(N)(=O)=O)cc1
8%	O=C(CCN1CCc2ccccc2C1)c1ccc2c(c1)OCCO2
8%	CCc1ccccc1S(=O)(=O)Cc1ccc(C(=O)NCc2ccc3c(c2)OCO3)o1
-14%	COc1ccc(CCNC(=O)C2CC(c3ccccc3[N+](=O)[O-])=NO2)cc1 (stereo not drawn)
-7%	CCn1c(-c2ccccc2Cl)nn(CC(=O)Nc2ccc(OC)cc2)c1=S
-5%	COC(Cc1n[nH]c(=S)n1-c1ccccc1)OC
1%	Cc1nn(-c2ccccc2)c(Cl)c1C(=O)OC(C)C(=O)NC(=O)NC1CCCCC1 (stereo not drawn)
2%	COc1cc(C=O)cc(Br)c1OCc1ccccc1Cl
-17%	CCN(CC)P(=O)(/C(Cl)=C\Nc1c(C)n(C)n(-c2ccccc2)c1=O)N(CC)CC

Next part
EphA4 KYL inhibition	canonical_smiles
-4%	c1ccc(-c2oc3ncnc(NCCCn4ccnc4)c3c2-c2ccccc2)cc1
-4%	O=c1/c(=C\c2ccc3c(c2)OCO3)sc2n1CCCN=2
-4%	COc1cc(C2C3=C(CC(C)(C)CC3=O)OC3=C2C(=O)CC(C)(C)C3)ccc1OCc1ccc([N+](=O)[O-])cc1
-2%	O=C(CC1Oc2ccccc2NC1=O)NCCc1ccccc1 (stereo not drawn)
8%	Cn1cccc1C(=O)OCC(=O)c1cc2ccccc2o1
1%	O=C(CCC1N=C2c3ccccc3N=C(SCc3ccccc3Cl)N2C1=O)NCc1ccco1 (stereo not drawn)
6%	CCOC(=O)N1CCC(N2C(=O)c3ccccc3C2Nc2ccccc2)CC1 (stereo not drawn)
-12%	Cc1ccc(-c2nc3ccccc3n3c(C)nnc23)cc1
-20%	CCOC(=O)c1ccc(N2C(=O)C(C)=C(C)C2=O)cc1
-19%	COc1ccc(OC)c(NC(=O)C2CCN(c3nc(C)cc(C)n3)CC2)c1
1%	COc1ccc(N2C(=O)C3CCCN3C2c2ccccc2)cc1 (stereo not drawn)
8%	O=C(O)CCP(=O)(O)C(O)c1ccccc1 (stereo not drawn)
-17%	CS(=O)(=O)N(CC(=O)N1CCCC1)c1cccc(Cl)c1Cl
-12%	NC(=O)COc1ccc(/C=N/NC(=O)C2CCCN2S(=O)(=O)c2ccc(Cl)cc2)cc1 (stereo not drawn)
0%	CCOC(=O)N1CCC(n2c(SCC(=O)NCCC3=CCCCC3)nc3ccccc3c2=O)CC1
-3%	Cc1cccc(-n2c(O)c(C=NC3CCS(=O)(=O)C3)c3ccccc3c2=O)c1 (stereo not drawn)
-15%	Cc1ccc2nc(-c3ccc(NC(=O)C4CCCO4)cc3)[nH]c2c1 (stereo not drawn)
-2%	Cc1cc(C)cc(N(CC(=O)N2CCN(c3ccccc3)CC2)S(=O)(=O)c2c(C)noc2C)c1
-3%	CCOC(=O)c1[nH]c(Cc2[nH]c(C(=O)OCC)c(C)c2CCC(=O)OC)c(CCC(=O)OC)c1C
-4%	CCS(=O)(=O)NCc1cn2c(C)csc2n1

Ordered by heavy-atom count (low to high): some entries from above.
EphA4 KYL inhibition	canonical_smiles
1%	Cc1cccc(NCc2ccccc2O)n1
8%	O=C(CCN1CCc2ccccc2C1)c1ccc2c(c1)OCCO2
8%	CCc1ccccc1S(=O)(=O)Cc1ccc(C(=O)NCc2ccc3c(c2)OCO3)o1
-2%	Cc1cc(C)cc(NC(=O)N2CCCC2C(=O)Nc2ccc(-n3cnnn3)c(C)c2)c1 (stereo not drawn)

Carrying on:
EphA4 KYL inhibition	canonical_smiles
-12%	CSc1nccc(-c2cc(Cl)sc2Cl)n1
-8%	CCCN(CCC(=O)Nc1cc(OC)cc(OC)c1)CC1CC1
-10%	O=C1c2cccnc2C(=O)N1Cc1cccs1
12%	CCOc1cccc(NC(=O)C2CCCN(S(=O)(=O)c3ccc(OC)cc3)C2)c1 (stereo not drawn)
-2%	O=C(C1CCN(S(=O)(=O)c2cccc3nsnc23)CC1)N1CC=C(c2ccccc2)CC1
1%	CCC(=O)N1c2ccc(S(=O)(=O)CCC(=O)N3CCn4c3nc3ccccc34)cc2CC1C (stereo not drawn)
-5%	O=C(Cn1c(=O)oc2ccccc21)NC(=O)NCc1ccccc1
-9%	Nc1nonc1-c1nc2ccccc2n1CCC(=O)O
10%	CC1Oc2ccccc2C=C1C1/C(=C(/O)c2ccccc2)C(=O)C(=O)N1CCCN(C)C (stereo not drawn)
0%	COc1cccc(OCCOc2ccccc2OC(C)C)c1
-13%	CCN(CC)c1ncnc2c1sc1nc(C)cc(C)c12
9%	O=C1OC(c2ccccc2F)=N/C1=C\c1ccccc1[N+](=O)[O-]
-9%	CN(C)CCCN1c2ccccc2Sc2ccc(Cl)cc21
-1%	CCC(=O)OCCn1c(=O)c2ccccc2c2ccccc2c1=O
-4%	CN(C)/C=N/c1nc2ccc3c(c2s1)CCCC3
2%	O=C(CN1CCC(n2nnc3ccccc32)CC1)NCc1cccs1
-14%	COCCNC(=O)c1ccccc1NC(=O)c1ccc(OC)c(OC)c1
6%	COc1cccc(C(=O)Nc2ccc(NC(=O)C(C)C)nc2)c1
-14%	CC(NCCO)C(=O)C12CC3CC(CC(C3)C1)C2 (stereo not drawn)
-16%	O=C(O)CNc1nc(Cl)ccc1[N+](=O)[O-]

Continuation:
EphA4 KYL inhibition	canonical_smiles
-7%	Cc1cc(C=O)c(C)n1-c1cccc([N+](=O)[O-])c1
13%	C=CCNc1sc(C(=O)c2ccccc2)c(N)c1-c1nc2ccccc2s1
2%	CC(OC(=O)Cn1c(C(F)(F)F)nc2ccccc21)C(N)=O (stereo not drawn)
-5%	O=C1CC(c2ccccc2)CC2=C1C(c1ccc(Cl)cc1Cl)Nc1ccccc1N2 (stereo not drawn)
1%	O=C(Cn1cncn1)c1ccc(F)c(F)c1
-6%	O=C(CSc1ccc(Cl)cc1)N1CCC(c2nc3ccccc3s2)CC1
-3%	Cc1ccc(CS(=O)(=O)CCC(=O)NCCN2CCCC2)cc1

From PubChem
